Screening data (PubChem)
Tb PYK inh – qHTS of Trypanosoma Brucei Inhibitors | pyruvate kinase (Trypanosoma brucei), Q57TT1 | hit rate 0.12% among 410,000 | Potency, µM (highest dose often 76.8 µM), for the others: top-dose activity, negative = inhibition, actives largely listed as inhibitors | AID 624173, 2012 | TbPYK enzyme, Kinase-Glo Plus ATP luminescence, 45 min; further: potency means the concentration at half of the fitted maximal effect; on the % scale 0 is the no-effect control and ±100 the full control effect; nearly all actives have a fitted effect of over 50% in size
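Readout: single end-point luminescence (Kinase-Glo Plus, 10 min). Reaction conditions were TbPYK/substrate plus 130 uM ADP, 45 min at RT, pH 7.2 TEA buffer. No-enzyme wells served as controls, and data were normalized before concentration-response fitting.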
Cycloheximide cs – Cycloheximide Counterscreen for Small Molecule Inhibitors of Shiga Toxin | max response, % | cell reporter, cycloheximide protein synthesis inhibition counterscreen | hit rate 12% among 300,000; in the data active means max response mostly above about 13%, no sharp cut-off; inactive means mostly below about 14%; further: read at 38.3 µM for the half of the compounds with a filed dose; 0% is about no effect
HCV inh – qHTS Assay for Inhibitors of Hepatitis C Virus (HCV) | Huh7.5.1 HCVcc-Cre infection, luciferase reporter, 44 h | Potency, µM (top dose mostly 41.8 µM), for the others: at the highest dose activity change, negative = inhibition, hits mostly inhibitors | hit rate 3.4% among 340,000 | AID 651820, 2012; further: potency means the concentration at half of the fitted maximal effect; on the % scale 0 is the no-effect control and ±100 the full control effect
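Infectious HCVcc-Cre (~0.5 moi) was added to cells just after compound, with cells seeded 4 h earlier at 1,000 per well. Luciferase activity after 44 h culture reported infection; substrate was incubated 15 min at room temperature before reading.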
Pf growth 48h – Primary qHTS for delayed death inhibitors of the malarial parasite plastid, 48 hour incubation; Potency, µM (top dose mostly 28.7 µM), for inactives: top-dose activity change, negative = inhibition, usual class: inhibitors; AID 504832, 2011; P. falciparum luciferase growth in erythrocytes, 48 h; hit rate 5.9% among 310,000; further: potency means the concentration at half of the fitted maximal effect; on the % scale 0 is the no-effect control and ±100 the full control effect
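First compound was added to culture medium, then infected red cells at 0.1% parasitemia and 2% hematocrit (final). After incubation at 37 C under 5% CO2, luciferase detection reagent was dispensed and light output recorded.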
LmPK inhibitor – qHTS Assay for Inhibitors of Leishmania Mexicana Pyruvate Kinase (LmPK); purified LmPK, Kinase-Glo ATP luminescence, 1 h; Potency, µM (highest dose often 57.5 µM), inactives show top-dose activity change, negative = inhibition, actives largely listed as inhibitors; hit rate 0.37% among 290,000; AID 1721, 2009; further: potency means the concentration at half of the fitted maximal effect; on the % scale 0 is the no-effect control and ±100 the full control effect
Target sequence (Q27686 whole entry, looked up): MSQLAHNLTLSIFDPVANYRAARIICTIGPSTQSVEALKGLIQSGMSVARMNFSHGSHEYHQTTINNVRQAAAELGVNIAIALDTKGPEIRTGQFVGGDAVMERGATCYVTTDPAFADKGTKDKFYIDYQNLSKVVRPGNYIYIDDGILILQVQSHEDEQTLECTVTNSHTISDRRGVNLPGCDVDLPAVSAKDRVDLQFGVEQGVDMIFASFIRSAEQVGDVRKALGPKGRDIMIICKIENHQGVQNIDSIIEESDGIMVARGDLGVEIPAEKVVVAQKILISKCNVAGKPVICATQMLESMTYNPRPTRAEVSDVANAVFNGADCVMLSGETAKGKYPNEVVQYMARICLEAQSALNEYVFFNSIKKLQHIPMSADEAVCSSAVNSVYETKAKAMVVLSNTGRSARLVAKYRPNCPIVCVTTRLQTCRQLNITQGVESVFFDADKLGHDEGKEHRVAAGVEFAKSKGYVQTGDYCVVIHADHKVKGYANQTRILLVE
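qHTS format; LmPK 0.1 nM; substrates PEP 0.5 mM and ADP 0.1 mM. One-hour room-temperature incubation, then coupled luciferase luminescence; 0.5 nM enzyme wells mark activation.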
Pf growth 96h – Primary qHTS for delayed death inhibitors of the malarial parasite plastid, 96 hour incubation | hit rate 6.9% among 320,000 | Potency, µM (series often up to 28.7 µM), inactives show at the highest dose activity change, negative = inhibition, actives largely listed as inhibitors | P. falciparum luciferase reporter growth, 96 h; further: potency means the concentration at half of the fitted maximal effect; on the % scale 0 is the no-effect control and ±100 the full control effect
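Luminescence readout: decreased luciferase signal marks inhibited growth of reporter-expressing P. falciparum in infected red cells (2% hematocrit, 0.05% parasitemia final), exposed to compound two generations (96 h, 37 C, 5% CO2).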
Shiga inhibitor – A qHTS for Small Molecule Inhibitors of Shiga Toxin | AID 2315, 2010 | inhibition, % at 38.7 µM | Vero cells, Shiga toxin protein synthesis inhibition reporter | hit rate 9.2% among 290,000; in the data active means inhibition mostly above about 28%, no sharp cut-off; inactive means mostly below about 43%; further: 0% is about no effect
The depositor's hits bear a star; u = inconclusive; x = no result given; [ ] = remark or other dose. Unless noted, the call rests on the fitted dose curve; in most records, active means well fitted curve in the direction sought with a large enough effect; inconclusive means small, poorly fitted or top-dose-only effect, or another doubt; inactive means no such curve, though single readings can be large; an effect the other way counts as inactive or inconclusive.

1	COC(=O)c1cccc(NC(=O)C(C)(C)C)c1
2	CC(=O)c1ccc(NC2c3ncccc3C(=O)N2Cc2ccc(F)cc2)cc1 (stereo unspecified)
3	O=C1C2C3CCCC3=C3CCCC3C2C(=O)N1c1cccc(Cl)c1 (stereo unspecified)
4	COc1cc(C(=O)Nc2ccc(C#N)cc2)c([N+](=O)[O-])cc1OC
5	COc1c(C)cccc1C(=O)NC(=S)Nc1ccccc1N1CCCC1
6	CN(CCC#N)S(=O)(=O)c1ccc2[nH]cc(C(=O)NCCc3ccccc3)c(=O)c2c1
7	Cc1cc(C(=O)CN2C(=O)C(=O)N(Cc3ccco3)C2=O)c(C)n1CCc1ccccc1
8	CC(C)(C)c1ccc(C(=O)NC(Cc2ccccc2)C(=O)O)cc1 (stereo unspecified)
Compound | 1 | 2 | 3 | 4 | 5 | 6 | 7 | 8
Tb PYK inh | -18% | 6% | -3% | 1% | -7% | -3% | 4% | x
Cycloheximide cs | -1 | -2 | -4 | -1 | 30* | -3 | x | 9
HCV inh | -9% | 13% | 9% | 12% | u | u | u | x
Pf growth 48h | 74%[activator] | -3% | x | 8% | u | -8% | -13% | 25%
LmPK inhibitor | -2% | 3% | 6% | 11% | -1% | 1% | x | 3%
Pf growth 96h | 92%[activator] | 43%[activator] | 7% | 10µM* | u | -11% | -3% | 60%[activator]
Shiga inhibitor | 19 | -5 | -8 | 3 | 12 | 0 | x | -2

9	COc1cc(N2CCOCC2)ncn1
10	CC(=O)c1ccc(OCc2cc(C(=O)NCCc3ccc(Cl)cc3)no2)cc1
11	COc1ccc(NC(=S)N(CCc2nc3cc(C)c(C)cc3[nH]2)Cc2cccnc2)cc1
12	CCOc1ccc(C(C)=O)cc1COc1cccnc1[N+](=O)[O-]
13	COc1ccccc1NCc1ccc([N+](=O)[O-])s1
14	N#Cc1c(N)nc2c(c1N)CC(CCl)O2 (stereo unspecified)
15	Cc1csc(NC(=O)CSc2ncc(-c3ccccc3)[nH]2)n1
16	CC1CCN(C(=O)CSc2nnc(CNC(=O)c3ccc(S(=O)(=O)N(C)C)cc3)o2)CC1
Compound | 9 | 10 | 11 | 12 | 13 | 14 | 15 | 16
Tb PYK inh | -15% | 6% | -30% | -7% | -6% | 3% | -7% | 0%
Cycloheximide cs | -2 | 19* | 2 | -3 | 10 | 3 | 30* | -2
HCV inh | 20% | -7% | u | u | -2% | 35%[activator] | 14% | u
Pf growth 48h | 11% | 6% | u | 22% | 27% | 11% | 73%[activator] | -10%
LmPK inhibitor | -6% | 8% | 3% | -2% | 4% | -1% | 0% | -7%
Pf growth 96h | 77%[activator] | -20% | u | 1% | u | u | 31%[activator] | -3%
Shiga inhibitor | -3 | 48* | -3 | -1 | -73 | -1 | 10 | -9

Only Pf growth 96h and Cycloheximide cs, for 3 of the compounds above:
| item | Molecule | Pf growth 96h | Cycloheximide cs |
| --- | --- | --- | --- |
| 2 | CC(=O)c1ccc(NC2c3ncccc3C(=O)N2Cc2ccc(F)cc2)cc1 (stereo unspecified) | 43%[activator] | -2 |
| 9 | COc1cc(N2CCOCC2)ncn1 | 77%[activator] | -2 |
| 1 | COC(=O)c1cccc(NC(=O)C(C)(C)C)c1 | 92%[activator] | -1 |

Copied from above: nos. 15–16
15	Cc1csc(NC(=O)CSc2ncc(-c3ccccc3)[nH]2)n1
16	CC1CCN(C(=O)CSc2nnc(CNC(=O)c3ccc(S(=O)(=O)N(C)C)cc3)o2)CC1
Compound | 15 | 16
Tb PYK inh | -7% | 0%
Cycloheximide cs | 30* | -2
HCV inh | 14% | u
Pf growth 48h | 73%[activator] | -10%
LmPK inhibitor | 0% | -7%
Pf growth 96h | 31%[activator] | -3%
Shiga inhibitor | 10 | -9

Pulled by structure from the list above (7):
9	COc1cc(N2CCOCC2)ncn1
13	COc1ccccc1NCc1ccc([N+](=O)[O-])s1
11	COc1ccc(NC(=S)N(CCc2nc3cc(C)c(C)cc3[nH]2)Cc2cccnc2)cc1
16	CC1CCN(C(=O)CSc2nnc(CNC(=O)c3ccc(S(=O)(=O)N(C)C)cc3)o2)CC1
12	CCOc1ccc(C(C)=O)cc1COc1cccnc1[N+](=O)[O-]
15	Cc1csc(NC(=O)CSc2ncc(-c3ccccc3)[nH]2)n1
14	N#Cc1c(N)nc2c(c1N)CC(CCl)O2 (stereo unspecified)
Compound | 9 | 13 | 11 | 16 | 12 | 15 | 14
Tb PYK inh | -15% | -6% | -30% | 0% | -7% | -7% | 3%
Cycloheximide cs | -2 | 10 | 2 | -2 | -3 | 30* | 3
HCV inh | 20% | -2% | u | u | u | 14% | 35%[activator]
Pf growth 48h | 11% | 27% | u | -10% | 22% | 73%[activator] | 11%
LmPK inhibitor | -6% | 4% | 3% | -7% | -2% | 0% | -1%
Pf growth 96h | 77%[activator] | u | u | -3% | 1% | 31%[activator] | u
Shiga inhibitor | -3 | -73 | -3 | -9 | -1 | 10 | -1

(further entries)
17	COc1ccc(CCNC(=O)c2cc(S(=O)(=O)N3CCOCC3)ccc2N2CCCC2)cc1OC
18	CC(C)(C)C(=O)COC(=O)C1CC(=O)N(c2ccccc2)C1 (stereo unspecified)
19	COC(=O)[C@H](Cc1ccccc1)NC(=O)NCc1cccs1
20	CCCCC(=O)Nc1cc([N+](=O)[O-])ccc1Cl
21	O=S(=O)(Nc1cccc(S(=O)(=O)N2CCCC2)c1)c1ccc(F)cc1
22	COc1cc(OC)cc(C(=O)N[C@H](C(=O)OCC(=O)Nc2ccc(C)cc2C)C(C)C)c1
23	CCc1noc(C)c1C(=O)N1CCN(S(=O)(=O)c2c(C)c(C)cc(C)c2C)CC1
24	C=CCNC(=O)C1CC(=O)N(c2ccc(OCC(=O)Nc3ccc(CC)cc3)cc2)C1 (stereo unspecified)
Compound | 17 | 18 | 19 | 20 | 21 | 22 | 23 | 24
Tb PYK inh | -4% | -1% | 2% | 3% | -7% | -4% | -2% | 1%
Cycloheximide cs | x | 1 | -3 | -4 | x | -2 | x | -1
HCV inh | u | 5% | 5% | -5% | -12% | -7% | -13% | -3%
Pf growth 48h | u | 17% | 0% | 14% | -8% | 19% | 11% | 7%
LmPK inhibitor | x | 2% | -2% | -2% | x | 1% | x | -4%
Pf growth 96h | -9% | -19% | x | -9% | 14% | 4% | 11% | u
Shiga inhibitor | x | -6 | -24 | -8 | x | -1 | x | -17

25	OCCN(CC#CC(O)(c1ccccc1)C1CCCC1)CCO (stereo unspecified)
26	O=c1c2ccccc2nnn1CSc1nnc(COc2ccc(Cl)cc2)n1Cc1ccco1
27	COc1ccc(CNC(=O)CNC(=O)c2ccc(Br)o2)cc1OC
28	Cc1ccccc1C1CC(=O)NC2=C1C(=O)CCC2 (stereo unspecified)
29	COc1ccc(S(=O)(=O)NCC2CCCN(C(=O)c3ccccc3)C2)cc1 (stereo unspecified)
30	CC(=Nc1ccccc1C(F)(F)F)c1ccncc1
31	CCC(CC)C(=O)N1CC(=O)Nc2ccc(Br)cc2C1c1ccccc1 (stereo unspecified)
32	CN(C)c1ccc(/C=N/NC(=O)c2ccn(C)n2)cc1
33	O=C(CNC(=O)c1ccc(Cl)cc1Cl)OCC(=O)N1CCCC1=O
Compound | 25 | 26 | 27 | 28 | 29 | 30 | 31 | 32 | 33
Tb PYK inh | -4% | 5% | 1% | -2% | 1% | -2% | -20% | -7% | -9%
Cycloheximide cs | -8 | -1 | 14 | 26 | 7 | -3 | -3 | 33* | x
HCV inh | 12% | u | 8% | -3% | 6% | 5% | u | 19% | 3%
Pf growth 48h | 6% | u | 7% | 0% | -23% | 0% | u | 190%[activator] | 46%[activator]
LmPK inhibitor | 7% | 2% | -9% | -1% | 7% | 8% | 6% | -29% | x
Pf growth 96h | 0% | 150%[activator] | 14% | x | 9% | 24% | 8.3µM* | 116%[activator] | 25%
Shiga inhibitor | -27 | -22 | -22 | -16 | 29 | -1 | -3 | 34* | x
